Bioassay records: PubChem BioAssay, Broad Institute
TcdB inh = TcdB glycohydrolase inhibitors, primary screen, biochemical, single point, plate reader; Toxin B (Clostridioides difficile), P18177; TcdB glycohydrolase enzymatic assay; hit rate 0.24% among 350,000; inhibition, % at 9.99 µM; AID 652162, 2013; in the data active means inhibition above about 10%
Target sequence (P18177 whole entry, looked up): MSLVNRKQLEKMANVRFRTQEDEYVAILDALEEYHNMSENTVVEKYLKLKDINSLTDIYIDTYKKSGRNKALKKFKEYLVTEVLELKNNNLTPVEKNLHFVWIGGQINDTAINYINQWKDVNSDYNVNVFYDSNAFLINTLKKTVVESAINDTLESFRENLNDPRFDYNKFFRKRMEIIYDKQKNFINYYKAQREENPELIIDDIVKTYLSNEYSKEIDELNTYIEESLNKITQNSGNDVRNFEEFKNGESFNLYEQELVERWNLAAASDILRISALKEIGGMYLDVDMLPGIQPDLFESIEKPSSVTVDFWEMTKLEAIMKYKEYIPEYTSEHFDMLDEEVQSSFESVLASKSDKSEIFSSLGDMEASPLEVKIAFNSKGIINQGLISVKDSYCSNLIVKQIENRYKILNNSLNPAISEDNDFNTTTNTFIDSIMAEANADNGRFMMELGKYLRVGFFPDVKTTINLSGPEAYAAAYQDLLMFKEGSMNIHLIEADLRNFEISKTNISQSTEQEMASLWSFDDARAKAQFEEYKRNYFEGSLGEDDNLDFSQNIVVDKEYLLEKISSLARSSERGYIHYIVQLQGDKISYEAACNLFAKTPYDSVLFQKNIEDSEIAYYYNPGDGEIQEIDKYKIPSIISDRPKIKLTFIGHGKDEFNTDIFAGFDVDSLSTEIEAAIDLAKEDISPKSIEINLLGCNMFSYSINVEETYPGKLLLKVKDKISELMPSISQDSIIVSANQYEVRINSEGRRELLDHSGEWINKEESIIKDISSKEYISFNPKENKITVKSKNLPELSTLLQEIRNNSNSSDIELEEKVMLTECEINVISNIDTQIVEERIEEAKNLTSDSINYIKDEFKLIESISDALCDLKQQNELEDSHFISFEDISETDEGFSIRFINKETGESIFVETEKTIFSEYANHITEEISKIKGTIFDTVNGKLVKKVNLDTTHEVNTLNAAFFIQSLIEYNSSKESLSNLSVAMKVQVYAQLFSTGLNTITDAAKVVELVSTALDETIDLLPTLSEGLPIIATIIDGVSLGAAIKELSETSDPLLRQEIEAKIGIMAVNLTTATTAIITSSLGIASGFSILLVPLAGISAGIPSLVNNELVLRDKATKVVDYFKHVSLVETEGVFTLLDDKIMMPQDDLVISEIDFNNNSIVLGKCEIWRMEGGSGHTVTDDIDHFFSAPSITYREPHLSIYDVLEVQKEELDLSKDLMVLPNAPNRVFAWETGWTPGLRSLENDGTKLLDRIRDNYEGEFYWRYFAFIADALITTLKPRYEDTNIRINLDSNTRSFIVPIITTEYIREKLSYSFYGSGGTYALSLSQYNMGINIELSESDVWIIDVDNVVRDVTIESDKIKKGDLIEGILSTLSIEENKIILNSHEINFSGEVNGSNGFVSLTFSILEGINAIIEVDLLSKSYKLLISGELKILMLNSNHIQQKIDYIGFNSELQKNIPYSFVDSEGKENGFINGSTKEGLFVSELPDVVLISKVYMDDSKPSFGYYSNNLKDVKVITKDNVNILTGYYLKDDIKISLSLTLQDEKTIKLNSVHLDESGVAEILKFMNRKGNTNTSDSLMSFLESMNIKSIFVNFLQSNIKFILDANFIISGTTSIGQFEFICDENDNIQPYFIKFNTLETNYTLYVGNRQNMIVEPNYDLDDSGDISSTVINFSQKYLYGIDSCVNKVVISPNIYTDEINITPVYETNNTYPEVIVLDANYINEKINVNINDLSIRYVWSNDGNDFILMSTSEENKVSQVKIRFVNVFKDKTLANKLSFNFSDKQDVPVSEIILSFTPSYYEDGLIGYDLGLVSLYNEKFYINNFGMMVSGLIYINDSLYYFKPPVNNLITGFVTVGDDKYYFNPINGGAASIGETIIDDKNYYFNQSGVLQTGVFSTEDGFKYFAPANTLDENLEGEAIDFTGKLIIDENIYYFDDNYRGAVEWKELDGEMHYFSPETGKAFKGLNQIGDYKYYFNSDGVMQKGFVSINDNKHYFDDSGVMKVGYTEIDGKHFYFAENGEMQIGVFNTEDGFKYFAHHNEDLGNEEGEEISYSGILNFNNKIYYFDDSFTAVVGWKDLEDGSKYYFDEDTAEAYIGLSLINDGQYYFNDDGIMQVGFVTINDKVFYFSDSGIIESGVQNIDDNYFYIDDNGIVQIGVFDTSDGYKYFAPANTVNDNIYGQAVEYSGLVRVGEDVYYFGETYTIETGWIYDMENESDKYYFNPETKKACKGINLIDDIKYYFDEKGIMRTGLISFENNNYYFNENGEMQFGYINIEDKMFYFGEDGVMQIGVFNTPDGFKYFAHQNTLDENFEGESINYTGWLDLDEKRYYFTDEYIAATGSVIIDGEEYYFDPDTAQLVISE
* = called active by the depositor; & = joins results of further samples. An excerpt; the hit share may differ from the screen's.

cpd	Molecule	TcdB inh
1	CN1C(=O)c2cc(NC(=O)C3CCC3)ccc2OC[C@@H]2O[C@@H](CC(=O)NCc3ccccc3F)CC[C@@H]21	-0.3
2	C[C@H]1CN([C@@H](C)CO)C(=O)c2cc(NS(=O)(=O)c3ccc(Cl)cc3)ccc2O[C@H]1CN(C)C(=O)Nc1ccccc1	0.0
3	C[C@H]1CN([C@@H](C)CO)S(=O)(=O)c2ccc(-c3ccccc3F)cc2O[C@H]1CN(C)C(=O)C1CC1	-0.3
4	Cc1ccc(-c2cnc3c(c2)C(=O)N([C@H](C)CO)C[C@@H](C)[C@@H](CN(C)C(=O)c2ccccc2)O3)cc1	3.4
5	O=C(C[C@H]1CC[C@@H]2[C@H](COC[C@H](O)CN2S(=O)(=O)c2ccccc2F)O1)NCc1ccccc1Cl	-0.4
6	COCCCNC(=O)C[C@@H]1C[C@@]2(C(=O)OC)CC(C)(C)CC=C2N(Cc2cccc3ccccc23)C1=O	0.6
7	Cc1noc(C)c1NC(=O)N(C)C[C@H]1OCCCC[C@@H](C)Oc2ccc(NS(=O)(=O)c3ccc(F)cc3)cc2C(=O)N([C@H](C)CO)C[C@H]1C	0.1
8	C[C@@H](NC(=O)C[C@H]1C=C[C@@H](NC(=O)C2CCC2)[C@H](CO)O1)c1ccccc1	-18

Following part.
cpd	Molecule	TcdB inh
9	CCCC(=O)Nc1ccc2c(c1)OC[C@@H](C)N(C(=O)c1cnccn1)C[C@@H](C)[C@H](OC)CN(C)C2=O	0.3
10	C[C@H]1CN([C@@H](C)CO)C(=O)c2cc(-c3ccc(C#N)cc3)cnc2O[C@H]1CN(C)C(=O)c1cccnc1	-0.8
11	CO[C@H]1CN(C)C(=O)c2ccc(NC(=O)Cc3ccccc3)cc2OC[C@H](C)NC[C@H]1C	-1.9
12	C[C@H](CO)N1C[C@H](C)[C@H](CN(C)S(=O)(=O)c2ccc(Cl)cc2)Oc2c(NS(=O)(=O)c3cn(C)cn3)cccc2C1=O	0.3
13	COc1ccc2c3c([nH]c2c1)[C@@H](CO)N(Cc1ccncc1)CC31CN(C(=O)CN(C)C)C1	-4.0
14	Cc1noc(C)c1NC(=O)Nc1ccc2c(c1)C(=O)N([C@@H](C)CO)C[C@H](C)[C@@H](CN(C)Cc1ccncc1)OCCCC[C@@H](C)O2	0.6
15	CN(C(=O)[C@@H](Cc1ccccc1)NC(=O)[C@H]1O[C@@H](n2cnc3c(=O)[nH]c(N)nc32)[C@H](O)[C@@H]1O)C1CCCCC1	1.9
16	CO[C@@H]1CN(C)C(=O)c2cc(NC(=O)C3CC3)ccc2OC[C@H](C)N(CC2CCOCC2)C[C@@H]1C	-5.3

Going on with the list.
cpd	Molecule	TcdB inh
17	C[C@@H]1CN([C@H](C)CO)C(=O)c2cccc(NS(C)(=O)=O)c2O[C@H]1CN(C)C(=O)Nc1ccc(F)cc1	0.4
18	CC(C)C#Cc1ccc2c(c1)O[C@@H](CN(C)Cc1ccccc1)[C@@H](C)CN([C@@H](C)CO)S2(=O)=O	0.7
19	Cc1noc(C)c1NC(=O)N(C)C[C@@H]1Oc2ccc(N(C)C)cc2C(=O)N([C@@H](C)CO)C[C@@H]1C	-10
20	Cc1ccc(S(=O)(=O)N(C)C[C@@H]2Oc3ccc(NC(=O)Nc4c(C)noc4C)cc3C(=O)N([C@H](C)CO)C[C@H]2C)cc1	0.5
21	Cc1ccc(-c2ccc([C@H]3[C@H](CO)N4CCCCN(Cc5cncnc5)C[C@@H]34)cc2)cc1	0.0
22	O=C(NCc1ccccc1)[C@@H]1[C@@H](CO)[C@@H]2Cn3c(cccc3=O)[C@H]1N2Cc1ccccn1	-1.2
23	C[C@H]1CCCCO[C@H](CN(C)C(=O)NC2CCCCC2)[C@@H](C)CN([C@@H](C)CO)C(=O)c2cc(N(C)C)ccc2O1	-15
24	C[C@H](CO)N1C[C@H](C)[C@@H](CN(C)C)Oc2ccc(NC(=O)CCCN(C)C)cc2C1=O	1.8

(listing goes on)
cpd	Molecule	TcdB inh
25	COc1ccc(S(=O)(=O)Nc2ccc3c(c2)C(=O)N([C@H](C)CO)C[C@H](C)[C@H](CN(C)Cc2ccc4c(c2)OCO4)O3)cc1	-2.8
26	C[C@@H]1CCCCO[C@@H](CN(C)Cc2ccncc2)[C@H](C)CN([C@H](C)CO)C(=O)c2cc(NS(C)(=O)=O)ccc2O1	-0.1
27	C[C@@H]1CN([C@@H](C)CO)S(=O)(=O)c2ccc(C#Cc3ccccc3)cc2O[C@H]1CN(C)C	-2.6
28	C[C@H]1CN([C@@H](C)CO)C(=O)c2cc(/C=C/c3ccccc3)cnc2O[C@@H]1CN(C)Cc1ccccc1	-0.7
29	CN1C(=O)c2cc(NC(=O)C3CCCC3)ccc2OC[C@@H]2O[C@H](CC(=O)NCC3CC3)CC[C@H]21	-0.9
30	CNC[C@H]1OCCCC[C@H](C)Oc2ccc(NC(=O)NC(C)C)cc2C(=O)N([C@@H](C)CO)C[C@H]1C	-0.9
31	CO[C@@H]1CN(C)C(=O)c2cc(NS(C)(=O)=O)ccc2OC[C@@H](C)N(Cc2nccs2)C[C@@H]1C	0.1
32	O=C(c1ccc2c(c1)OCO2)N1CC(=O)N2[C@@H](CO)[C@H](c3ccc(C#CCC4CCCC4)cc3)[C@@H]2C1	-0.1

A stretch from further up, as a working copy:
cpd	Molecule	TcdB inh
23	C[C@H]1CCCCO[C@H](CN(C)C(=O)NC2CCCCC2)[C@@H](C)CN([C@@H](C)CO)C(=O)c2cc(N(C)C)ccc2O1	-15
24	C[C@H](CO)N1C[C@H](C)[C@@H](CN(C)C)Oc2ccc(NC(=O)CCCN(C)C)cc2C1=O	1.8

(next part)
cpd	Molecule	TcdB inh
33	CCCC#Cc1ccc([C@@H]2[C@@H](CO)N3C(=O)CN(C(=O)CN4CCOCC4)C[C@H]23)cc1	-0.2
34	CCC(=O)Nc1ccc2c(c1)C(=O)N(C)C[C@H](OC)[C@H](C)CN(C(=O)c1ccc(F)cc1)[C@H](C)CO2	0.1
35	Cc1ccc(-c2ccc3c(c2)O[C@@H](CN(C)Cc2cccc(C(=O)O)c2)[C@H](C)CN([C@@H](C)CO)S3(=O)=O)cc1	1.5
36	OC[C@@H]1[C@H](c2ccc(-c3ccc(F)cc3)cc2)[C@H]2CN(Cc3cccnc3)CCCCN12	-1.4
37	Cc1ccc(S(=O)(=O)N2[C@@H]3CNC[C@H]2C3c2ccc(-c3cccc(F)c3)cc2)cc1 (some centres not stated)	0.0&-0.4
38	CC(C)NC(=O)N(C)C[C@H]1Oc2ncc(C#Cc3ccc(F)cc3)cc2C(=O)N([C@@H](C)CO)C[C@@H]1C	-1.5
39	CO[C@@H]1CN(C)C(=O)c2ccc(NS(=O)(=O)c3ccc(Cl)cc3)cc2OC[C@@H](C)N(C(=O)NC(C)C)C[C@H]1C	-0.6
40	N#C[C@H]1[C@@H](c2ccccc2)[C@@H](CO)N1S(=O)(=O)c1ccc(-c2ccccc2)cc1	-0.4

Later entries.
cpd	Molecule	TcdB inh
41	COc1ccc(S(=O)(=O)Nc2ccc3c(c2)C(=O)N([C@@H](C)CO)C[C@H](C)[C@@H](CN(C)C(=O)Nc2cccc4ccccc24)O3)cc1	-1.3
42	COCC(=O)N1[C@@H](CO)[C@H](c2ccccc2)[C@@H]1CN(C)C(=O)c1cccnc1	-2.5
43	COc1ccc(NC(=O)N(C)C[C@H]2OCCCC[C@@H](C)Oc3ccc(NC(=O)Nc4c(C)noc4C)cc3C(=O)N([C@H](C)CO)C[C@H]2C)cc1	0.0
44	C[C@@H]1CN([C@@H](C)CO)C(=O)c2cc(NC(=O)Nc3ccc4c(c3)OCO4)ccc2O[C@@H](C)CCCCO[C@@H]1CN(C)Cc1ccccc1	0.0
45	CC=Cc1ccc2n(c1=O)C[C@H]1[C@H](CO)[C@@H](C(=O)NCC)N(C(=O)c3cccnc3)[C@@H]21 (mixture of isomers)	-0.9
46	Cc1cccc(S(=O)(=O)N[C@@H]2CC[C@H](CCNS(=O)(=O)c3ccccc3F)O[C@@H]2CO)c1	0.4
47	CCCNC(=O)N1CC2(C1)CN(C(=O)Nc1ccc(F)cc1)[C@@H](CO)c1[nH]c3cc(OC)ccc3c12	-3.3
48	C[C@@H]1CN([C@@H](C)CO)C(=O)Cc2cc(NC(=O)C3CC3)ccc2O[C@@H]1CN(C)Cc1ccc2c(c1)OCO2	-1.1

Exported as labelled records: 4 of the compounds above
44	C[C@@H]1CN([C@@H](C)CO)C(=O)c2cc(NC(=O)Nc3ccc4c(c3)OCO4)ccc2O[C@@H](C)CCCCO[C@@H]1CN(C)Cc1ccccc1
  TcdB inh = 0.0

43	COc1ccc(NC(=O)N(C)C[C@H]2OCCCC[C@@H](C)Oc3ccc(NC(=O)Nc4c(C)noc4C)cc3C(=O)N([C@H](C)CO)C[C@H]2C)cc1
  TcdB inh = 0.0

41	COc1ccc(S(=O)(=O)Nc2ccc3c(c2)C(=O)N([C@@H](C)CO)C[C@H](C)[C@@H](CN(C)C(=O)Nc2cccc4ccccc24)O3)cc1
  TcdB inh = -1.3

46	Cc1cccc(S(=O)(=O)N[C@@H]2CC[C@H](CCNS(=O)(=O)c3ccccc3F)O[C@@H]2CO)c1
  TcdB inh = 0.4

The list continues:
cpd	Molecule	TcdB inh
49	CCCNC(=O)Nc1ccc2c(c1)C(=O)N(C)[C@H]1CC[C@@H](CC(=O)NCC3CCCCC3)O[C@@H]1CO2	0.0
50	C[C@H](CO)N1C[C@H](C)[C@@H](CN(C)S(C)(=O)=O)OCCCC[C@H](C)Oc2ccc(NC(=O)Cc3ccccc3)cc2C1=O	0.5
51	C[C@H]1CN([C@@H](C)CO)C(=O)c2cc(NC(=O)Cc3ccccc3)ccc2O[C@H]1CN(C)Cc1ccc(Cl)c(Cl)c1	0.3
52	C[C@@H]1CN([C@@H](C)CO)S(=O)(=O)c2ccc(C#C[C@@H](C)O)cc2O[C@H]1CN(C)CC1CCCC1	-13
53	C[C@@H]1CN([C@H](C)CO)C(=O)c2cccc(NC(=O)C3CC3)c2O[C@H]1CN(C)CC1CCCCC1	1.7
54	CC(C)C(=O)Nc1ccc2c(c1)C(=O)N(C)[C@H]1CC[C@@H](CC(=O)O)O[C@@H]1CO2	-1.1
55	CCCNC(=O)[C@@H]1[C@@H](CO)[C@@H]2Cn3c(ccc(-c4ccccc4)c3=O)[C@@H]2N1CC1CC1	0.6
56	O=c1c2cc3ccccc3nc2ncn1CCc1ccc(Cl)cc1	0.9

(next part)
cpd	Molecule	TcdB inh
57	C[C@H](CO)N1C[C@H](C)[C@H](CN(C)S(=O)(=O)c2cn(C)cn2)Oc2ncc(-c3ccc(F)cc3)cc2C1=O	0.9
58	CO[C@H]1CN(C)C(=O)c2cc(NC(=O)c3cc(C)on3)ccc2OC[C@@H](C)N(C(C)=O)C[C@@H]1C	0.6
59	CC(C)CC#Cc1ccc([C@H]2[C@H](CO)N3CCCCN(C(=O)c4ccc5c(c4)OCO5)C[C@@H]23)cc1	0.9
60	C[C@H](CO)N1C[C@H](C)[C@@H](CN(C)Cc2ccncc2)Oc2ccc(NC(=O)C3CC3)cc2CC1=O	-0.4
61	CC(C)NC(=O)N(C)C[C@H]1OCCCC[C@@H](C)Oc2ccc(NS(=O)(=O)c3cn(C)cn3)cc2C(=O)N([C@H](C)CO)C[C@@H]1C	-0.1
62	O=C(c1cccc(F)c1)N1C[C@@H]2[C@H](c3ccccc31)[C@H](CO)N2C(=O)c1ccc(F)cc1	0.6
63	C[C@H]1CN([C@@H](C)CO)C(=O)c2cc(N(C)C)ccc2O[C@H]1CN(C)C(=O)Nc1ccc2c(c1)OCO2	-10
64	C[C@@H]1CN([C@H](C)CO)C(=O)c2cc(-c3ccc(C#N)cc3)cnc2O[C@@H]1CN(C)C(=O)Nc1ccc(F)cc1	1.7

Further records
cpd	Molecule	TcdB inh
65	Cc1ccc(S(=O)(=O)NC[C@@H]2CC[C@@H]3[C@@H](CN3Cc3cc(-c4ccccc4)on3)O2)cc1	-2.4
66	CCS(=O)(=O)N1CCCCN2[C@H](CO)[C@@H](c3ccc(C#Cc4ccccc4OC)cc3)[C@H]2C1	-1.8
67	COc1ccc(CN(C)C[C@H]2Oc3ccc(NC(=O)C4CCCCC4)cc3CC(=O)N([C@@H](C)CO)C[C@H]2C)cc1	-0.5
68	CNC[C@H]1Oc2ccc(NC(=O)Nc3ccc(C(F)(F)F)cc3)cc2CC(=O)N([C@H](C)CO)C[C@H]1C	-0.7
69	C[C@@H]1CN([C@H](C)CO)C(=O)c2cccc(NC(=O)c3cnccn3)c2O[C@H]1CN(C)C(=O)Nc1ccc(C(F)(F)F)cc1	-0.3
70	C[C@@H]1CN([C@@H](C)CO)S(=O)(=O)c2ccc(C#C[C@@H](C)O)cc2O[C@@H]1CN(C)C(=O)c1ccccc1	-0.5
71	COC(=O)c1cc2c(c3c4ccccc4n(S(=O)(=O)c4ccccc4)c13)C(=O)N(Cc1ccc(N(C)C)cc1)C2	0.9
72	CC(=O)N1CCCCN2[C@H](CO)[C@H](c3ccc(Br)cc3)[C@H]2C1	0.7

The listing continues:
cpd	Molecule	TcdB inh
73	COC(=O)c1ccc(CN2CC(=O)N3[C@@H](CO)[C@H](c4ccc(-c5ccccc5F)cc4)[C@@H]3C2)cc1	-0.4
74	Cc1ccc(-c2cnc3c(c2)C(=O)N([C@@H](C)CO)C[C@@H](C)[C@@H](CN(C)C)O3)cc1	-1.6
75	CO[C@@H]1CN(C)C(=O)c2ccc(NC(=O)C3CCCC3)cc2OC[C@@H](C)N(Cc2ccc(F)cc2)C[C@H]1C	-0.3&0.9
76	C[C@H](CO)N1C[C@H](C)[C@@H](CN(C)Cc2ccc(C(=O)Nc3ccccc3N)cc2)Oc2c(NS(=O)(=O)c3ccccc3)cccc2C1=O	-0.8
77	CC(C)CC#Cc1ccc2c(c1)O[C@H](CN(C)C(=O)Nc1ccccc1F)[C@@H](C)CN([C@@H](C)CO)S2(=O)=O	0.2
78	C[C@@H]1CN([C@H](C)CO)C(=O)c2cc(C#Cc3ccccc3F)cnc2O[C@@H]1CN(C)C(=O)Cc1cccnc1	0.6
79	C[C@@H]1CN([C@H](C)CO)C(=O)c2cccc(NS(=O)(=O)c3ccc(Cl)cc3)c2O[C@@H]1CN(C)Cc1ccc(-c2ccccc2)cc1	2.2
80	C[C@@H]1CN([C@H](C)CO)C(=O)c2cc(NS(=O)(=O)c3cn(C)cn3)ccc2O[C@@H](C)CCCCO[C@H]1CN(C)C(=O)Nc1ccc(F)cc1	-0.6
81	COc1ccc(CN2[C@@H]3CN(C(=O)C4CC4)c4ccccc4[C@@H]3[C@@H]2CO)cc1	0.6
